NOD1 NF-kB reporter: inhibition of NOD1-driven NF-kB reporter – cell-based, luminescence, uHTS, primary screen (AID 1578); inhibition, % at 4 µM, or EC50 in µM where a hit was titrated; NOD1-driven NF-kB luciferase reporter cells, luminescence; higher % means a stronger effect; hit rate 1% among 290,000; in the data active = inhibition mostly above about 36%, no sharp cut-off; inactive = mostly below about 34%;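 note: HEK-293T reporter cells stimulated with the NOD1 agonist gamma-tri-DAP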
AID2073: inhibitors of Mint1-CaV2.2 protein interaction, biochemical, HTRF (AID 2073) | hit rate 0.19% among 290,000 | HTRF protein-protein interaction, Mint1-CaV2.2; higher % means a stronger effect | inhibition, % at 20 µM; hits with a dose series show IC50 in µM; in the data active = inhibition mostly above about 51%, no sharp cut-off; inconclusive = no clear call, values can overlap the other calls; inactive = mostly below about 53%; note: some results filed as inactive read as strong as hits
KOR beta-arrestin-1: KOR antagonists, beta-arrestin recruitment, cell-based, luminescence, uHTS (AID 1778) | hit rate 0.091% among 290,000 | KOR beta-arrestin recruitment, luminescence, antagonist mode; higher % means a stronger effect | one-dose inhibition, % at 10 µM; IC50 in µM for titrated hits; note: strong numbers were not always called active
M1AAP inhibition: malaria alanyl aminopeptidase activity blockers – biochemical, fluorogenic H-Leu-NHMec substrate, 1536-well (AID 1445). recombinant M1AAP, H-Leu-NHMec fluorogenic kinetic assay; higher % means a stronger effect. inhibition, % at 30 µM; hits with a dose series show IC50 in µM. hit rate 0.42% among 220,000;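 active = primary inhibition above the hit cutoff, then over 50% inhibition at one or more dose response concentrations, cut at about 23% in these data, passing the limit was not always enough; inconclusive = conflicting primary data, or primary hits not chosen for dose response; inactive = low primary inhibition, or under 50% at every dose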;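 note: plate controls were DMSO full reaction for no effect and no enzyme background for full effect; strong numbers were not always called active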
KOR beta-arrestin-2: kappa opioid receptor activators – cell-based, luminescence, uHTS, primary screen (AID 1777). KOR beta-arrestin recruitment, luminescence; higher % means a stronger effect. activation, % at 10 µM, or EC50 in µM where a hit was titrated. hit rate 0.02% among 280,000; in the data active = activation above about 50%, passing the limit was not always enough; note: a part of the inactive calls stands beside numbers as strong as those of hits
Dynein cargo inh: blocks dynein driven cargo transport along microtubules; 3617.4 mouse cells, GR-EGFP nuclear translocation imaging; test concentration mostly 20 µM; stimulated with dexamethasone, 1 µM; active compounds read low; z-score, hits read low; hit rate 0.47% among 220,000; AID 1381;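 active = plate z-score of nuclear minus cytoplasmic receptor signal below a set negative limit, without overly bright fluorescence or cell loss, cut at about -3.5 in these data, passing the limit was not always enough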;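 note: z-score of nuclear minus cytoplasmic ring GR-EGFP intensity difference per well; some compounds called inactive have numbers as strong as hits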
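medium = tetracycline-free induction medium containing charcoal-stripped FBS | also added = 1.0 µM final dexamethasone stimulus | schedule = 48 h induction, 1 h compound, 30 min dex at 37 °C | technique = fixed, Hoechst-stained cells imaged at 10x for EGFP | measure = GR-EGFP nuclear translocation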
P. falciparum M17LAP: P. falciparum M17LAP inhibitors, primary screen, biochemical, fluorogenic H-Leu-NHMec substrate, 1536-well (AID 1619); recombinant M17LAP, H-Leu-NHMec fluorogenic kinetic assay; higher % means a stronger effect; one-dose inhibition, % at 30 µM; IC50 in µM for titrated hits; hit rate 0.38% among 220,000;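 active = compound inhibiting the enzyme by more than half at any dose during confirmatory dose-response retesting; inconclusive = strong single-dose inhibitors picked by rank but not retested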;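 note: plate controls were full reaction with DMSO carrier for no effect and no enzyme background for full effect; strong numbers were not always called active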
GPR55 beta-arrestin: selective activators of receptor GPR55 – imaging, U2OS cells, beta-arrestin-GFP redistribution, primary screen (AID 1961); hit rate 0.048% among 290,000; U2OS GPR55 beta-arrestin-GFP redistribution imaging; higher % means a stronger effect; activation, % at 10 µM; hits with a dose series show EC50 in µM;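 active = activation above 40% with more than 50 cells counted in the well; inconclusive = wells holding fewer than 50 cells, flagged as toxic or sparse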;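 note: U2OS osteosarcoma cells stably expressing GPR55 and beta-arrestin-GFP; plate controls were DMSO negative control for no effect and LPI positive control for full effect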
HEK293 NOD2/NF-kB: inhibition of NOD2-driven NF-kB reporter – cell-based, luminescence, uHTS, HEK293 (AID 1566) | HEK293 NOD2/NF-kB luciferase reporter, luminescence; higher % means a stronger effect | inhibition, % at 4 µM; hits with a dose series show EC50 in µM | hit rate 0.63% among 290,000; note: many of its hits are not listed in these tables
Dynein cargo inh cytoplasmic EGFP: recorded beside Dynein cargo inh, whose call it bears; z-score; measured here: cytoplasmic GR-EGFP intensity; active compounds read high
Dynein cargo inh nuclear GR-EGFP: second read-out of Dynein cargo inh, no call of its own (marks repeat the call); z-score; measured here: nuclear GR-EGFP intensity;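 lower value marks the stronger effect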
Dynein cargo inh cell count: recorded beside Dynein cargo inh, whose call it bears; z-score; measured here: cell count per field
Numbers without * were called inactive; ? = inconclusive; . = no result given; [ ] = dose if it differs, or a comment. Cut-off read from the data, not from the text of the source, unless noted: active = inhibition above about 50%; inactive = the rest.

SMILES | NOD1 NF-kB reporter | AID2073 | KOR beta-arrestin-1 | M1AAP inhibition | KOR beta-arrestin-2 | Dynein cargo inh | Dynein cargo inh cytoplasmic EGFP | Dynein cargo inh nuclear GR-EGFP | Dynein cargo inh cell count | P. falciparum M17LAP | GPR55 beta-arrestin | HEK293 NOD2/NF-kB
C[C@@H](C(=O)Nc1ccc2c(c1)OCCO2)n1nnc2ccccc2c1=O | -42.1% | 2.0% | -6.2% | . | -5.6% | . | . | . | . | . | -0.1% | -26.1%
CCC1CCCCN1C(=O)Cn1c(C(=O)OC)cc2ccsc21 (stereo not drawn) | 17.6% | 13.2% | 8.5% | 8.3% | 1.0% | -1.3 | -0.328 | -0.553 | 0.819 | -2.8% | 0.2% | -6.1%
COCCNC(=O)c1ccccc1-c1nc(-c2ccccc2Cl)no1 | -51.0% | -0.6% | 24.1% | -3.6% | 4.3% | 0.126 | -0.318 | -0.0249 | -0.00228 | 6.1% | 0.0% | -28.8%
Cc1ccc(N2CC(C(=O)OCc3ccc([N+](=O)[O-])cc3)CC2=O)cc1 (stereo not drawn) | 9.4% | 1.9% | 18.0% | 15.8% | -7.7% | 0.223 | 0.0331 | 0.159 | 0.275 | 8.4% | -0.2% | 3.3%
Cc1ccc(CS/C(Nc2ccccc2C)=C(\C#N)C(N)=O)c(C)c1 | -6.3% | -3.8% | -32.6% | 6.0% | 4.0% | 0.581 | 0.497 | 0.71 | -0.894 | 13.5% | -0.2% | 10.4%
CCOC(=O)/C(=C\c1ccc(Cl)cc1)c1nc2sc(C)c(C)c2c(=O)[nH]1 | 58.5% | -17.1% | 10.2% | 12.5% | 5.3% | -3.36 | 0.985 | -2.67 | -0.0371 | 4.5% | 36.3% | -147.4%
CCOc1ccccc1Oc1cn[nH]c1-c1ccc(OC)cc1O | 10.3% | 4.9% | 3.0% | 7.0% | 9.6% | -1.1 | -0.327 | -0.207 | 0.459 | -2.2% | -0.4% | -1.6%
Cc1ccc(-c2nc3c(c(=O)[nH]c(=O)n3CC(C)C)n2CC(C)C)cc1[N+](=O)[O-] | -7.6% | -5.3% | 6.5% | 6.2% | -2.0% | 0.95 | -0.333 | -0.254 | 0.445 | 20.9% | 0.2% | 14.5%
Cc1ccc(CCNC(=O)CCS(=O)(=O)c2ccc3c(c2)oc(=O)n3C)cc1 | 11.1% | 22.0% | 6.3% | . | -2.6% | . | . | . | . | . | 0.0% | 14.6%
O=C(N/N=C1/CC2CCC1C2)c1cc2ccccc2cc1O (stereo not drawn) | -6.0% | 36.6% | -11.7% | . | 1.1% | . | . | . | . | . | -0.1% | 33.4%
c1ccc(-c2nc3cnccn3c2Nc2ccc3c(c2)OCCO3)cc1 | -26.2% | -1.5% | -32.7% | 9.3% | 2.0% | 0.322 | -0.274 | 0.321 | 2.11 | -4.4% | 0.1% | 9.8%
Nc1nc(Cl)cc(NCCc2ccccc2)n1 | -19.2% | -7.5% | -20.4% | 5.9% | 3.8% | -0.751 | -0.182 | -0.41 | 0.418 | 3.1% | -0.3% | 5.3%
CC(=O)c1ccc(Oc2ccc(C(=O)c3ccc(C)c(C)c3)cc2[N+](=O)[O-])cc1 | 69.6%* | 0.2% | -22.5% | 0.7% | 0.3% | 2.99 | 0.0664 | 3.98 | -2.61 | -0.6% | 0.7% | -11.0%
C/C(CC(O)c1ccc2ccccc2n1)=N/O (stereo not drawn) | -34.9% | ? | -4.3% | 1.1% | 4.1% | 1.52 | -0.173 | 0.998 | -0.681 | 9.7% | -0.1% | 4.2%
COc1cc(OC)c(N(C)S(=O)(=O)c2cccc(C(=O)Nc3nnc(C4CC4)s3)c2)cc1Cl | 1.9% | 26.4% | 2.8% | . | -0.7% | 0.371 | -0.758 | 0.0069 | -0.166 | . | 0.0% | 18.1%
CC(C)(C)c1cc(CCC(=O)NCC2CCCO2)cc(C(C)(C)C)c1O (stereo not drawn) | -12.9% | 9.8% | 0.3% | . | 1.2% | . | . | . | . | . | 0.0% | 15.6%
COc1cc2c(ccc3cc(OC)c(OC)c(O)c32)cc1O | 18.8% | 21.3% | 11.8% | 5.7% | -5.3% | -0.485 | -0.772 | 0.0954 | 0.0588 | 9.7% | 0.0% | -1.6%
CCOc1cc(/C=N/Nc2nncc(-c3ccccc3)n2)ccc1O | -36.3% | -0.2% | -22.5% | 5.5% | -2.8% | 1.25 | 0.0161 | 0.576 | -1.81 | 30.3% | -0.5% | -29.9%
COc1cc(/C=C2/C(=N)N3N=C(C)SC3=NC2=O)ccc1OS(=O)(=O)c1ccc(C)cc1 | -24.9% | -7.7% | -3.8% | . | -1.0% | . | . | . | . | . | -0.2% | -5.2%
CS(=O)(=O)c1ccc(N)cc1 | -9.0% | -2.7% | -0.1% | 8.6% | -2.2% | -0.285 | -0.283 | -0.0494 | 0.416 | 13.9% | 0.3% | -3.7%
CN(C)c1ccc(CNS(=O)(=O)c2ccc3c(c2)C(C)(C)C(=O)N3C)cc1 | 26.1% | -6.2% | 0.7%[20 µM] | . | . | . | . | . | . | . | -0.1% | 12.5%
COc1ccc(NC(=O)C2CCCN(c3nn4c(=O)cc(C)nc4s3)C2)cc1 (stereo not drawn) | -1.9% | -3.8% | -17.3%[20 µM] | . | -0.8% | . | . | . | . | . | -0.1% | 15.7%
O=C(Nc1ccc2c(c1)OCO2)c1n[nH]c(=O)c2ccccc12 | 3.2% | 23.3% | 11.0% | 3.1% | -1.7% | 0.0218 | -0.844 | -0.134 | -0.265 | -4.1% | 0.0% | -57.0%
O=C(CN1CCN(Cc2ccccc2)CC1)NCCNc1ccc([N+](=O)[O-])cn1 | -19.8% | -25.1% | -20.7% | -2.1% | -3.3% | 0.217 | -0.232 | -0.0455 | -0.767 | 40.8% | 0.3% | -7.4%
COc1cc(/C=N/NC(=O)Cc2c[nH]c3ccccc23)cc(OC)c1OC | -21.2% | -2.1% | -20.2% | 8.0% | 1.2% | 0.244 | -0.392 | 0.0631 | 0.673 | 6.8% | 0.8% | 7.8%
C/C(=N/NC(=O)CNC(=O)c1cccnc1)c1ccc([N+](=O)[O-])cc1 | -21.2% | -0.4% | -2.1% | 0.2% | -3.0% | 0.368 | -0.254 | 0.0308 | 0.0379 | -1.9% | -0.6% | -12.5%
CCOc1ccc(C(=O)NCC(C)C)cc1 | -26.9% | 5.0% | 5.0% | 11.7% | -1.4% | 0.466 | -0.367 | 0.263 | 0.233 | -3.7% | -0.4% | -17.9%
O=C(COc1ccccc1[N+](=O)[O-])N/N=C/c1ccc(OC(=O)c2ccco2)cc1 | 18.2% | 3.2% | -31.4% | -1.0% | 12.7% | 0.544 | -0.237 | 0.488 | -0.109 | 7.6% | 1.1% | -31.4%
COc1ccccc1CNC(=O)COc1cccnc1[N+](=O)[O-] | -8.7% | 4.1% | -32.1% | . | 1.0% | . | . | . | . | . | 0.3% | -16.5%
O=C(c1ccccc1)N1CCN(c2ccc([N+](=O)[O-])c(NCc3ccco3)c2)CC1 | 10.8% | 4.5% | 21.7% | 1.4% | 3.9% | 0.632 | -0.2 | 0.0166 | 0.286 | 0.4% | -0.1% | 12.3%
O=C(Nc1cc(C(F)(F)F)ccc1F)C1CCCC1 | 11.4% | -2.1% | -28.7% | 4.7% | 2.2% | 0.191 | -0.189 | -0.758 | 0.239 | 0.3% | -0.2% | 4.9%
CN(C)c1cccc(NC(=O)NC2(C)CCS(=O)(=O)C2)c1 (stereo not drawn) | -3.8% | -19.1% | -40.3% | . | -1.5% | . | . | . | . | . | 0.2% | 7.8%
CCOc1ccc2nc(N3CCCC(C(=O)NCCCN4CC(C)CC(C)C4)C3)sc2c1 (stereo not drawn) | -42.3% | -8.7% | -4.2% | . | -1.1% | . | . | . | . | . | -0.3% | -5.9%
COc1ccccc1Oc1coc2cc(OCC(N)=O)ccc2c1=O | 1.5% | 10.6% | -14.8% | . | 4.2% | . | . | . | . | . | 0.0% | 2.7%
COc1ccc(NC(=O)C/C(C)=N/NC(=O)C2CCCCC2)c([N+](=O)[O-])c1 | -28.2% | 5.2% | 13.7% | . | -0.9% | . | . | . | . | . | 0.3% | 10.0%
CN(NS(=O)(=O)c1ccc(F)cc1)c1ncc(C(F)(F)F)cc1Cl | -21.1% | 2.5% | 1.3% | 1.3% | -2.5% | -0.465 | -0.226 | -0.528 | 0.488 | -4.5% | -0.4% | 15.3%

Look-ups from the results shown:
O=C(Nc1cc(C(F)(F)F)ccc1F)C1CCCC1 in Dynein cargo inh cytoplasmic EGFP shows -0.189
COc1cc(/C=N/NC(=O)Cc2c[nH]c3ccccc23)cc(OC)c1OC in GPR55 beta-arrestin shows 0.8%

Next part:
SMILES | NOD1 NF-kB reporter | AID2073 | KOR beta-arrestin-1 | M1AAP inhibition | KOR beta-arrestin-2 | Dynein cargo inh | Dynein cargo inh cytoplasmic EGFP | Dynein cargo inh nuclear GR-EGFP | Dynein cargo inh cell count | P. falciparum M17LAP | GPR55 beta-arrestin | HEK293 NOD2/NF-kB
O=C(CSc1cccc2cccnc12)N1CCCC1 | 102.6% | -21.3% | 12.4% | 6.5% | -7.5% | -0.135 | 0.0906 | 0.185 | -0.362 | -31.0% | -0.1% | -85.5%
CCC1=NN=C(c2ccc(F)cc2)C(c2c[nH]c3ccccc23)N1O (stereo not drawn) | -11.0% | 0.0% | 7.9% | 4.1% | -3.8% | -1.18 | -0.21 | -0.295 | 0.0635 | 35.4% | -0.2% | 18.1%
Cc1ccc(N2CC(C(=O)Nc3ccc(S(=O)(=O)Nc4nccs4)cc3)CC2=O)cc1 (stereo not drawn) | -18.9% | 3.5% | -7.1% | 6.3% | 3.1% | -0.767 | -0.336 | -0.222 | 0.444 | 4.4% | -0.1% | 9.9%
Cc1ccc(-c2cc3ccccc3nc2N2CCCC2)cc1 | 7.9% | 10.9% | 1.1% | 1.5% | -4.4% | -0.178 | -0.239 | -0.561 | 0.63 | 3.6% | -0.3% | 22.3%
COc1ccc(NC(=O)CSc2nnc(-c3ccccc3F)n2C2CC2)cc1S(N)(=O)=O | 8.0% | -9.9% | 13.5% | -1.5% | -2.4% | 0.843 | -0.21 | -0.205 | -1.3 | -4.6% | 0.4% | 8.5%

The list is partial; the hit share may differ from the screen's.
